Assay outcomes: PubChem BioAssay, several laboratories
MrgX1 antagonist – human MrgX1 receptor antagonism, primary screen; Q96LB2; MRGX1-HEK293 calcium flux, Fluo-4, BAM8-22 antagonism; stronger effect = lower value; B-score at 10 µM; 310,000 compounds, 1.3% hits;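 active = calcium-response B-score plate-corrected more than 3 library SD below zero, starting fluorescence within 5 deviations, no agonist response on first addition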;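 note: peak minus trough fluorescence over baseline after final BAM8-22 challenge near maximal dose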
TRPC4 PAM – allosteric potentiators of mouse TRPC4 channel; Q9QUQ5; HEK293 TRPC4beta/mu-opioid, DAMGO EC20, Fluo-4 Ca2+ flux; stronger effect = higher value; B-score at 10 µM; 310,000 compounds, 0.42% hits;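 active = B-score of calcium response area above 5 SD of library B-scores, with initial fluorescence ratio within 5 SD of library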;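 note: B-score of integrated fluorescence ratio over time as area under calcium response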
Target sequence (Q9QUQ5 whole entry, looked up): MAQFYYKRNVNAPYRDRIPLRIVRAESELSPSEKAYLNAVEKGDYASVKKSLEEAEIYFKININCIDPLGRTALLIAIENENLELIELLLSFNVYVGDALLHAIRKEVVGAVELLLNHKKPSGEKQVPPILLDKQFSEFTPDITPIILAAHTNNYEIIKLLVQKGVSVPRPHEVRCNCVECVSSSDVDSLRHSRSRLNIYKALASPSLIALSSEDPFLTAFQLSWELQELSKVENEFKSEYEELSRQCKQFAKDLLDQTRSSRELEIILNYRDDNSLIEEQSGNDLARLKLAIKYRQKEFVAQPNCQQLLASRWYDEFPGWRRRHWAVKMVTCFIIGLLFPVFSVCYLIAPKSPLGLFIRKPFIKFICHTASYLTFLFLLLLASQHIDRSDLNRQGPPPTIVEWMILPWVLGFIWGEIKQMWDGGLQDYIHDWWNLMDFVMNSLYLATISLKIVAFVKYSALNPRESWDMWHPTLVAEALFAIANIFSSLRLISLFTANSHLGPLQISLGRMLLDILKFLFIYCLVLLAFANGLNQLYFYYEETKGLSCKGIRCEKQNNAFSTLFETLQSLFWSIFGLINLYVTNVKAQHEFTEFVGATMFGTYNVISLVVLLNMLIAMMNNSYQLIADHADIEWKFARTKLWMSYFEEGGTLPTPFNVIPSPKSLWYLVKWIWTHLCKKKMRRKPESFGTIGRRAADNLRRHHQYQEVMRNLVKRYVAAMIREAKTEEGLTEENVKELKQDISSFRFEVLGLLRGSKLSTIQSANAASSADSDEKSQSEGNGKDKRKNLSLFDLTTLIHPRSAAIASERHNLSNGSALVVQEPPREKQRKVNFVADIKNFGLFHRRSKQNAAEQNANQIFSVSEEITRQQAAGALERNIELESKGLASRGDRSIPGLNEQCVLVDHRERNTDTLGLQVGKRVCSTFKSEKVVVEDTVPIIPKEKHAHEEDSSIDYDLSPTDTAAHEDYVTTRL
ANO1 block – inhibitors of mouse TMEM16A calcium-activated chloride channel; HEK293 TMEM16A/YFP iodide influx fluorescence, ionomycin; normalized B-score (activity score, 25-100; higher = stronger inhibition) at 10 µM; 310,000 compounds, 1.2% hits; AID 588511;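 active = ratio plate-corrected score three or more library SD toward inhibition, starting fluorescence score within five deviations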;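 note: score derived from kinetic fluorescence span divided by baseline fluorescence per well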
ANO1 activ – activators or potentiators of mouse TMEM16A chloride channel; HEK293 TMEM16A/YFP-H148Q/I152L, iodide quench fluorescence; stronger effect = lower value; B-score at 10 µM; 340,000 compounds, 0.3% hits;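 active = fluorescence-ratio B-score plate-corrected deviation score at least 3 library SD below zero, with starting fluorescence score within 5 deviations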;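 note: channel opened by trigger with iodide after compound preincubation; score built on the fluorescence ratio of max minus min over baseline; more negative score means more quench and so TMEM16A activation or potentiation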
MrgX1 agonist – human MrgX1 receptor agonism, primary screen; Q96LB2; MrgX1-HEK293 cells, Fluo-4 calcium fluorescence, agonist mode; stronger effect = higher value; B-score at 10 µM; 310,000 compounds, 0.44% hits;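 active = calcium response B-score plate-corrected fluorescence ratio at least 3 library SD, with starting fluorescence B-score inside 5 SD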
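System – MrgX1-expressing HEK293 cells · Incubation – cells plated overnight, dye loaded 0.5 h 37 °C, 0.5 h room temperature · Technique – kinetic Fluo-4 NW fluorescence of intracellular calcium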
TRPC4 block – TRPC4 (mouse) channel inhibition; HEK293 TRPC4beta/mu-opioid, DAMGO-evoked Fluo4 calcium flux; stronger effect = lower value; Q9QUQ5; B-score at 10 µM; 300,000 compounds, 0.39% hits; AID 2247;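 active = B-score over 3 SD under the library average, no early fluorescence shift, positive overall ratio signal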
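Assay system – HEK293 line stably carrying TRPC4beta and mu-opioid receptor · Doses – single dose · Detection – Fluo4 calcium-dye fluorescence, kinetic read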
TRPC6 act – mouse TRPC6 channel activation; HEK293-TRPC6 membrane potential dye fluorescence; stronger effect = higher value; B-score at 10 µM; 310,000 compounds, 0.13% hits;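 active = B-score of the integrated fluorescence ratio above library mean plus 3 SD, and starting fluorescence ratio within library mean plus 5 SD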;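 note: higher score means more depolarization so channel activation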
SKKanGAS inh – SKKanGAS growth inhibition. S. pyogenes SKKanGAS, kanamycin growth, BacTiter-Glo, 6 h. inhibition, % at 7.5 µM. AID 1662. 300,000 compounds, 1.3% hits;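 active = mean replicate score, as percent of positive control median, at least 50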;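 note: strain carries kanamycin resistance gene driven by streptokinase promoter and grows in 40 µg/ml kanamycin; loss of luminescence reflects streptokinase promoter inhibition or plain growth inhibition; 0% = median of DMSO wells and 100% = positive control at its reference dose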
MrgX1 allo act – allosterically activates human MrgX1 receptor signaling | Q96LB2 | MrgX1-HEK293, Fluo-4 calcium flux, FDSS; stronger effect = higher value | B-score at 10 µM | 310,000 compounds, 0.63% hits | AID 588675;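 active = plate-corrected calcium response at least 3 library SD above typical, normal starting fluorescence, not activating the receptor alone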;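 note: compound read alongside a low EC10 to EC30 dose of BAM8-22 agonist; peak minus trough fluorescence over baseline measured at the second addition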
TRPC4 agonist – TRPC4 (mouse) channel activation | 310,000 compounds, 0.49% hits | B-score at 10 µM | AID 2237 | Q9QUQ5 | HEK293 TRPC4beta/mu-opioid, Fluo4 calcium fluorescence; stronger effect = higher value;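 active = B-score above 5 SD of library B-scores, and initial fluorescence ratio not above library mean plus 5 SD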;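 note: positive B-score marks a calcium rise read as TRPC4 activation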
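Assay system: HEK293 stable line with TRPC4beta plus mu-opioid receptor; schedule: 45 min room-temperature Fluo4 loading, 110 s read; technique: kinetic Fluo4 calcium fluorescence; evaluation: integrated baseline-normalised fluorescence ratio, converted to per-well B score; controls: buffer (low) and maximal DAMGO (high)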
TRPC6 inhibitor – mouse TRPC6 channel inhibition; Q61143; HEK293-TRPC6, membrane potential dye, ACh-evoked depolarization; stronger effect = lower value; B-score at 10 µM; 310,000 compounds, 1.1% hits; AID 2553;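 active = B-score under library mean minus 3 SD, initial fluorescence not abnormally high, positive integrated signal ratio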;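 note: B-score derived from integrated fluorescence ratio over the kinetic read; more negative B-score means stronger inhibition of depolarization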
An asterisk follows results filed as active; i = inactive; . = not tested or not shown.

SMILES	MrgX1 antagonist	TRPC4 PAM	ANO1 block	ANO1 activ	MrgX1 agonist	TRPC4 block	TRPC6 act	SKKanGAS inh	MrgX1 allo act	TRPC4 agonist	TRPC6 inhibitor
Cc1nc2cc(NC(=O)Nc3ccc(Br)cc3)ccc2o1	i	i	i	i	i	i	i	-6	i	i	i
CCOc1ccc(C(=O)NCc2ccco2)cc1	i	i	i	i	i	i	i	4	i	i	i
Cc1cccc(C)c1OCC(=O)N1CCc2ccccc2C1	i	i	i	i	i	i	i	8	i	i	i
Cc1oc(-c2ccccc2)cc1C(=O)Nc1cccc(/C=C/C(=O)O)c1	.	i	.	i	.	i	i	18	.	i	i
CC(C)NC(=O)/C(C#N)=C\c1ccc(N(C)C)o1	i	i	i	i	i	i	i	-3	i	i	i
COC(=O)c1ccccc1NC(=O)CSc1nncn1-c1ccccn1	i	i	i	i	i	i	i	5	i	i	i
CCC1CCCCN1CCCNC(=O)C1CCN(c2ncnc3c2nc2n3CCCCC2)CC1 (stereo unspecified)	i	i	i	i	i	i	i	4	i	i	i
O=C(c1ccco1)N1CCN(C(=O)C23CC4CC(CC(C4)C2)C3)CC1	i	i	i	i	i	i	i	-1	i	i	i
Cc1ccc(S(=O)(=O)NCC(c2cccnc2)N2CCN(Cc3ccccc3)CC2)cc1 (stereo unspecified)	i	i	i	i	i	i	i	2	i	i	i
O=C(CN1CCN(c2ccccn2)CC1)Nc1ccc(OC(F)(F)F)cc1	i	i	i	i	i	i	i	-4	i	i	i
COc1ccccc1C(=O)Nc1cccc2c1CCCC2	i	i	i	i	i	i	i	2	i	i	i
Cc1ccc(C(c2nnnn2C(C)(C)C)N2CCN(C3CCCC3)CC2)cc1 (stereo unspecified)	i	i	i	i	i	i	i	-7	i	i	i
O=C(O)c1ccc(NC(=O)C(c2ccccc2)c2ccccc2)cc1	i	i	i	i	i	i	i	3	i	i	i
COc1ccc(NC(=O)COc2ccc(C)c(C)c2)cc1S(=O)(=O)N1CCCCC1	i	i	i	i	i	i	i	8	i	i	i
C[N+]1(CC(=O)OCCCc2ccccc2)CCOCC1	i	i	i	i	i	i	i	-7	i	i	i
Nc1ccc(S(=O)(=O)NC2(C(F)(F)F)NC(=O)N(c3ccc(F)cc3)C2=O)cc1 (stereo unspecified)	i	i	i	i	i	i	i	-2	i	i	i
COc1ccc(NC2CS(=O)(=O)CC2OC(=O)c2ccc(F)cc2)cc1 (stereo unspecified)	i	i	i	i	i	i	i	-6	i	i	i
CCOC(=O)N1CCN(C(=O)CSc2ccc(C(=O)OC)cc2[N+](=O)[O-])CC1	i	i	i	i	i	i	i	2	i	i	i
Nc1nc2n(n1)C(c1cccs1)CC(c1ccccc1)N2 (stereo unspecified)	i	i	i	i	i	i	i	0	i	i	i
C=CCn1c(SCc2nc3ccccc3[nH]2)nnc1-c1ccc(OC)cc1	i	i	i	i	i	i	i	-1	i	i	i
CC(C)(C)C(=O)Nc1cccc(C(=O)c2cccc(NC(=O)C(C)(C)C)c2)c1	i	i	i	i	i	i	i	-1	i	i	i
O=c1[nH][nH]cc1C=NCc1cccnc1	i	i	i	i	i	i	i	-13	i	i	i
CCOC(=O)c1ccc(NC(=S)NCc2ccc(S(N)(=O)=O)cc2)cc1	i	i	i	i	i	i	i	-1	i	i	-5.3*
COc1cccc(NC(=O)CN(C)C(C)C(=O)Nc2ccc(S(=O)(=O)N3CCCC3)cc2)c1 (stereo unspecified)	i	i	i	i	i	i	i	-2	i	i	i
O=C(CN(Cc1ccc2c(c1)OCO2)C(=O)CSc1nc2ccccc2o1)NC1CCCCC1	i	i	i	i	i	i	i	15	i	i	i
COC(=O)C(NC=O)C(O)(Cc1ccccc1)C(F)(F)F (stereo unspecified)	i	.	i	i	i	.	.	.	i	.	.
COc1ccccc1CN(C(=O)c1ccco1)C(C(=O)NC1CCCC1)c1ccncc1 (stereo unspecified)	i	i	i	i	i	i	i	6	i	i	i
CCc1ccc(NC(=S)NCC2CCCN2CC)cc1 (stereo unspecified)	i	i	i	i	i	i	i	-6	i	i	i
COc1cc(-c2ccc3oc(-c4ccsc4)c(C#CC4(O)CCCCC4)c3c2)cc(OC)c1OC	i	i	i	i	i	i	i	40	i	i	i
O=C(Nc1ccc(Cl)cc1F)C1CCN(S(=O)(=O)c2cccnc2)CC1	i	i	i	i	i	i	i	1	i	i	i
O=c1oc(/C=C/c2ccco2)nc2sc3c(c12)CCC3	i	i	i	i	i	i	i	-2	i	i	i
Cc1cc(C(=O)OCC(=O)Nc2cc(S(=O)(=O)N(C)C)ccc2Cl)c2ccccc2n1	i	i	i	i	i	i	i	-5	i	i	i
COc1cccc(C(=O)/C=C/Nc2ccc(S(=O)(=O)Nc3nc(C)cc(C)n3)cc2)c1	i	i	i	i	i	i	i	-2	i	i	i
Cc1ccc(OCc2ccc(C(=O)Nc3nccs3)o2)cc1C	i	i	i	i	i	i	i	4	i	i	i
FC(F)(F)c1nnc(-c2ccccc2)nc1Sc1ccccc1	i	i	i	i	i	i	i	16	i	i	i
COc1ccc(Cl)cc1C(=O)NCc1ccco1	i	i	i	i	i	i	i	-4	i	i	i
Cn1ccnc1SCC(=O)Nc1ccc(Oc2ccccc2)cc1	i	i	i	i	i	i	i	-3	i	i	i
CN(Cc1cn(C)nc1-c1ccccc1F)Cc1nccn1C	i	i	i	i	i	i	i	4	i	i	i
O=C1c2ccccc2C(Nc2ccc(Cl)cc2)N1CCN1CCOCC1 (stereo unspecified)	i	i	i	i	i	i	i	2	i	i	i
CC(=O)Nc1ccc(S(=O)(=O)N(C)CC(=O)OCC(=O)NC(C)C23CC4CC(CC(C4)C2)C3)cc1 (stereo unspecified)	i	i	i	i	i	i	i	6	i	i	i
O=C1c2cccnc2C(=O)N1Cc1ccc(F)cc1	i	i	i	i	i	i	i	-6	i	i	i
COc1ccc(-n2c(SCC(=O)NCC3CCCO3)nc3c(c2=O)SCC3)cc1 (stereo unspecified)	i	i	i	i	i	i	i	0	i	i	i
COc1cc(C(=O)NCc2ccc(S(N)(=O)=O)cc2)ccc1OCC(=O)Nc1cccc(C(F)(F)F)c1	i	i	i	i	i	i	i	-7	i	i	i
COc1ccc(-c2nnn(CC(=O)N(CCCO)C(C(=O)NC3CCCC3)c3ccc(F)cc3)n2)cc1 (stereo unspecified)	i	i	i	i	i	i	i	2	i	i	i
Cc1ccc(NC(=O)COC(=O)C2CCC(=O)N2)c(S(=O)(=O)N2CCOCC2)c1 (stereo unspecified)	i	i	i	i	i	i	i	-4	i	i	i
Cc1ccc2cc(C#N)c(SCC(=O)NCC3CCCO3)nc2c1 (stereo unspecified)	i	i	i	i	i	i	i	4	i	i	i
CC1(C)Cc2cccc(OCC(=O)Nc3ccc(OCC(N)=O)cc3)c2O1	i	i	i	i	i	i	i	-6	i	i	i
O=C1CC(N(Cc2ccco2)C(=O)Nc2ccc(F)cc2)C(=O)N1c1ccc(F)cc1 (stereo unspecified)	i	i	i	i	i	i	i	1	i	i	i

Record cards, from the list above. Screens in order: MrgX1 antagonist | TRPC4 PAM | ANO1 block | ANO1 activ | MrgX1 agonist | TRPC4 block | TRPC6 act | SKKanGAS inh | MrgX1 allo act | TRPC4 agonist | TRPC6 inhibitor
COc1ccc(-c2nnn(CC(=O)N(CCCO)C(C(=O)NC3CCCC3)c3ccc(F)cc3)n2)cc1 (stereo unspecified) in the list: i | i | i | i | i | i | i | 2 | i | i | i
CC(=O)Nc1ccc(S(=O)(=O)N(C)CC(=O)OCC(=O)NC(C)C23CC4CC(CC(C4)C2)C3)cc1 (stereo unspecified) in the list: i | i | i | i | i | i | i | 6 | i | i | i

(further entries)
SMILES	MrgX1 antagonist	TRPC4 PAM	ANO1 block	ANO1 activ	MrgX1 agonist	TRPC4 block	TRPC6 act	SKKanGAS inh	MrgX1 allo act	TRPC4 agonist	TRPC6 inhibitor
O=C(CSc1ncn[nH]1)NCCc1ccc(Cl)cc1Cl	i	i	i	i	i	i	i	-8	i	i	i
COc1ccccc1CCC(=O)Nc1cccc(S(=O)(=O)N2CCCC2)c1	i	i	i	i	i	i	i	-4	i	i	i
O=C(NCCCN1CCCC1)C1CCN(C(=O)c2cc3sccc3n2Cc2ccc(F)cc2)CC1	i	i	i	i	i	i	i	0	i	i	i
COc1ccc(NC(=O)C2CCN(S(=O)(=O)c3ccc4c(c3)NC(=O)C(C)S4)CC2)cc1 (stereo unspecified)	i	i	i	i	i	i	i	0	i	i	i
CCOC(=O)C1C(=O)N(C(=O)c2ccc(OC)cc2)CC1c1ccccc1 (stereo unspecified)	i	i	i	i	i	i	i	-20	i	i	i
Cc1noc(C)c1COc1cccc(C(=O)OC(C)C#N)c1 (stereo unspecified)	i	i	i	i	i	i	i	2	i	i	i
COc1ccc(OC)c(CN2CCN(C(=O)CCNC(=O)c3ccc(Br)cc3)CC2)c1	i	i	i	i	i	i	i	-4	i	i	i
COC(=O)CCC(=O)Nc1ccc(N=Nc2ccccc2)cc1	i	i	i	i	i	i	i	4	i	i	i
Cc1nc2c(cc(Oc3ccc(S(=O)(=O)N4CCOCC4)cn3)c3ccsc32)s1	i	i	25*	i	i	i	i	3	i	i	i
Cc1nc2ccc(S(=O)(=O)NCC(=O)N(C)Cc3ccccc3)cc2s1	i	i	i	i	i	i	i	4	i	i	i
CCn1cc(S(=O)(=O)CC(=O)Nc2ccc3c(c2)OCO3)c2ccccc21	i	i	i	i	i	i	i	0	i	i	i
COc1cccc(/C=N/NC(=S)NC2CC3CC2C2C=CCC32)c1O (stereo unspecified)	i	i	i	i	i	i	i	109*	i	i	i
COc1ccc(CCN(Cc2cc3cccc(C)c3[nH]c2=O)C(=O)N2CCCC2)cc1OC	i	i	i	i	i	i	i	8	i	i	i
CCCC(Oc1ccc(Br)cc1)c1nc2c3cc(OC)c(OC)cc3nc(=S)n2[nH]1 (stereo unspecified)	i	i	i	i	i	i	i	100*	i	i	i
Cc1ccc(NC(=O)NCCCN2CCCC2=O)cc1	i	i	i	i	i	i	i	0	i	i	i
O=C(NCc1ccc2c(c1)OCO2)C1CCC(CNc2c(N3CCCCC3)c(=O)c2=O)CC1 (stereo unspecified)	i	i	i	i	i	i	i	-4	i	i	i
